ERK EGF inh – EGF-driven ERK pathway inhibition. AID 1454. 130,000 compounds, 0.41% hits. Potency, µM (doses to about 11.5 µM), for inactives: at the highest dose activity change, negative = inhibition, actives largely listed as inhibitors. HEK293-V1b, EGF-stimulated phospho-ERK AlphaScreen; active = well fitted inhibition curve with a large enough effect; inconclusive = small, poorly fitted or top-dose-only effect, or effect the other way;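 also: plate controls were stimulated vehicle wells for no effect and unstimulated vehicle basal for full effect; nearly all actives have a fitted effect of over 55% in size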
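V1b-HEK293, 1% FBS o/n; cpd 30 min 37C; EGF 25 nM final, 5 min; lyse 10 min; AlphaScreen beads 5 h RT. Normalized DMSO basal vs EGF max; Hill AC50.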
An asterisk follows results filed as active; ? = inconclusive; [ ] = remark or other dose. Potency is read from the fitted curve at half-maximal effect. Not all compounds are listed; the hit share may differ from the screen's.

SMILES	ERK EGF inh
O=C(O)c1ccc(N/N=C/c2ccc(OC(=O)c3cccc(Cl)c3)cc2)cc1	?
O=C(Nc1ccccc1)C1=C[C@H](c2csc3ccccc23)C[C@H](OCc2ccc(CO)cc2)O1	-10.4%[57.5 µM]
Cc1nn(-c2ccccc2)c(C)c1-c1cc(C(=O)N/N=C/c2cccnc2)[nH]n1	1.2%
CC(=Nc1ccccc1)C1=C(O)CCCC1=O	-12.3%[57.5 µM]
CCN1/C(=C\C(=S)Nc2ccccc2)Sc2ccccc21	4.9%
CCCC12CN3CCN(CC(C3)/C1=N\NC(=O)Nc1ccccc1)C2	7.7%
COCc1cc(C)nc(Oc2ccccc2)c1C#N	-7.7%
CCOCC(=O)N(CC)Cc1ccccc1	1.3%
CC(=O)N/C(=C/c1ccc2c(c1)OCO2)C(=O)NCC(=O)O	3.0%
CC(/C=C/c1ccc(O)cc1)=N/O	10.4%
CCC(C)C(NC(=O)c1ccc(Cl)cc1)C(=O)Nc1cccnc1 (configuration not stated)	-7.4%
O=C(NC1CCCc2ccccc21)c1n[nH]c(=O)c2ccccc12 (configuration not stated)	6.3%
Cc1ccc(C2C=NN(c3ccccc3)C2=O)cc1 (configuration not stated)	-17.7%
O=C(Nc1nnc(CCN2CCCCC2)s1)c1ccc(Cl)cc1Cl	-11.1%[57.5 µM]
COc1cc(/C=N/NC(=O)c2ccc(Cl)cc2)ccc1OCC(=O)N1CC(C)OC(C)C1 (configuration not stated)	-1.5%
CC(=O)N(C)c1ccc(NC(=O)Nc2ccc(C)c(C)c2)cc1	-5.3%[57.5 µM]
O=C(COC(=O)c1cc(=O)[nH]c2ccccc12)NCc1cccs1	9.8%[57.5 µM]
CCn1c(C)nc2cc(C(=O)N/N=C/c3cccc(OC)c3O)ccc21	-2.4%
CCn1c(=O)c([N+](=O)[O-])c(NCCN(C)C)c2ccccc21	5.2%
CCCC1=[N+](CC(=O)c2ccc(Br)cc2)CCn2cccc21	-16.5%[57.5 µM]
COc1ccccc1C(C)NCC(=O)Nc1ccccc1C(F)(F)F (configuration not stated)	4.9%
O=S(=O)(c1cccc2cccc(Cl)c12)N1CCCC1	?
CCOC(=O)c1cnc2ccc(OCC)cc2c1NCc1cccnc1	-1.8%
O=C(N/N=C\c1ccc2c(c1)OCO2)c1ccc(Cn2cc(Br)c([N+](=O)[O-])n2)o1	-7.0%
CC(C)(C)NC(=O)Cc1ccc(Cl)c(Cl)c1	1.7%
Later entries:
SMILES	ERK EGF inh
Cc1ccc(-c2csc(=S)[nH]2)cc1	0.1%[57.5 µM]
CCN(CC)S(=O)(=O)c1ccc(C(=O)NCc2ccc3c(c2)OCO3)cc1	7.1%
COc1ccc(-c2cc(=O)c3ccccc3[nH]2)cc1	3.0%
O=C(CC1C=Cc2ccccc2N1C(=O)c1ccccc1)c1ccccc1 (configuration not stated)	?
COc1cccc(/C=C2/CN(C)CC3=C2OC(N)=C(C#N)C3c2cccc(OC)c2)c1 (configuration not stated)	-0.5%
CCN(CC)S(=O)(=O)c1ccc(C)c(N=C=S)c1	29.0%
O=C(Nc1ccc(Oc2cccnc2)cc1)c1ccc([N+](=O)[O-])cc1	3.6%
Cc1ccc(C(=O)NCC(=O)OCC(=O)N2CCCc3ccccc32)cc1	-2.0%
CC1(C(=O)N/N=C/c2ccc([N+](=O)[O-])o2)CC1(Br)Br (configuration not stated)	-1.8%
Nc1nc2ccccc2n1C(=O)c1ccc(F)cc1	16.2%
O=C(CCc1ccccc1)Nc1ccccc1	-0.9%
Cc1cccc(N2N=C(C(=O)N3CC(=O)Nc4ccccc43)CCC2=O)c1	1.6%
CCN(CCCNC(=O)CCCOc1cc(=O)n(C)c2ccccc12)Cc1ccccc1	3.9%
CN1CCN(C(=O)c2ccc(CSc3ccc(Cl)cc3)cc2)CC1	1.1%
Oc1ccc2c(c1)OC(c1ccc(O)c(O)c1)C(O)C2 (configuration not stated)	16.2%
Cc1cc(C)n(CC(=O)N2CCCC(C(=O)c3cccc(OC(C)C)c3)C2)n1 (configuration not stated)	4.9%
CCCc1c(-c2ccc(O)cc2)nn(-c2ccc(O)cc2)c1-c1ccc(O)cc1	?
Cn1c(-c2cccc3ccccc23)n[nH]c1=S	7.5%
O=C(O)c1cc2ccccc2c2cc(Br)ccc12	-0.4%[57.5 µM]
CCOc1ccc(N2CC(C(=O)NCCN3C(=O)S/C(=C\c4cccnc4)C3=O)CC2=O)cc1 (configuration not stated)	-7.6%
Cc1cc(NC(=O)c2ccco2)ccc1NC(=O)Cc1cccs1	5.4%
CCOc1ccccc1NC(=O)Nc1ccc(Br)cn1	-13.7%
Cc1ccc(NC(=O)C(C)N2C(=O)c3ccccc3C2=O)cc1S(=O)(=O)N1CCOCC1 (configuration not stated)	2.1%
CCC(C)NC(=O)c1ccc(CSc2nc3ccncc3n2Cc2ccc(F)cc2)cc1 (configuration not stated)	-0.5%
Cc1nnc(SC2CC(=O)N(c3ccccc3)C2=O)s1 (configuration not stated)	-8.1%
Following part.
SMILES	ERK EGF inh
O=C(OCCCN=C1NS(=O)(=O)c2ccccc21)c1cccs1	-1.4%
CC(C)NC(=S)N1CCn2c(nc3ccccc32)C1	-0.1%
CCSc1nnc(NC(=O)c2cc(-c3ccc(C)c(C)c3O)n[nH]2)s1	0.8%
COC(=O)c1nc(N)sc1-c1ccc(Cl)c(Cl)c1	-13.8%[57.5 µM]
CC(=O)N1C(=S)NC(=O)/C1=C1/C(=O)N(CC(=O)Nc2cccc(C)c2)c2ccccc21	-2.1%
CC1CCCC(NC(=O)COC(=O)CCSc2ccccc2)C1C (configuration not stated)	-40.4%
COc1cc(NC(=S)NC(=O)c2cc(C)cc(C)c2)ccc1NC(=O)c1cccs1	-2.7%
O=C1CN(C(=O)/C=C/c2ccco2)c2ccccc2N1	-1.5%
COc1ccc(/C=N\NS(=O)(=O)c2ccc(C)cc2)cc1COc1ccccc1[N+](=O)[O-]	0.9%
CCCCN1CCC(COC(=O)c2cc(Cl)c(N)c3c2OCCO3)CC1	-7.9%
Cc1nc2ccc(S(=O)(=O)Nc3cccc(-c4nc5cccnc5s4)c3)cc2s1	25.1µM*
O=C(O)Cc1cc(I)c(Oc2ccc(O)c(I)c2)c(I)c1	3.0%
O=C(CCc1nnc(CCCCc2ccccc2)o1)NCCC1CCCCO1 (configuration not stated)	-9.8%[57.5 µM]
CCN(CC)c1cc2nc(C)n(Cc3ccccc3)c(=O)c2cc1NC(=O)C1CC1	2.4%
Cc1ccc(C)c(OCC(O)CN2CCC(CN3C(=O)c4cccc5cccc(c45)C3=O)CC2)c1 (configuration not stated)	?
Clc1ccccc1OCc1nn[nH]n1	-7.4%[57.5 µM]
O=C1CCCC2=C1C(O)(C(F)(F)F)C(=O)N2Cc1ccccc1 (configuration not stated)	4.7%
O=C(OCC(=O)N1CCCCCC1)c1ccc([N+](=O)[O-])cc1Cl	-8.2%
O=C(Cn1cncn1)N/N=C/c1ccccc1O	3.4%[57.5 µM]
Cc1ccc(OCCCn2cc(C#N)c3ccccc32)cc1	0.7%
Cc1ccc(NC(=O)N2CCCc3ccccc32)cc1	-1.6%
Cc1ccc(C(=O)Nc2ccc(-c3csc(C)n3)cc2)cc1	3.6%
COC(=O)Nc1nc2ccc(C(=O)c3ccc(F)cc3)cc2[nH]1	?
C=CCNc1c2c(nc3nnnn13)CCCC2	-7.3%
O=C(CN(c1cccc([N+](=O)[O-])c1)S(=O)(=O)c1ccccc1)N(Cc1ccccc1)Cc1ccccc1	1.2%
(listing goes on)
SMILES	ERK EGF inh
CC(C)c1c(Cl)c(O)c(-c2ccccc2)c(=O)n1-c1ccc(F)cc1	11.8%
COCCn1nnnc1SCC(=O)c1ccc(F)cc1	11.4%
CCC(=O)Nc1c(C(=O)N2CCN(c3ccccn3)CC2)cnn1-c1ccc(C)cc1	-11.7%
CCOc1ncccc1C(=O)NCc1ccc(C)cc1	2.9%
COc1ccc(CCN(C)CCCN2CCc3cc(OC)c(OC)cc3CC2=O)cc1OC	-4.2%
Cn1c(=O)c2c(nc3n2CCS3)n(C)c1=O	3.8%
O=C(NCCCN1CCN(Cc2ccccc2)CC1)C1CCN(S(=O)(=O)N2CCC3(CC2)OCCO3)CC1	-7.3%
COc1ccc(S(=O)(=O)N2CCCC(C(=O)Nc3cccnc3)C2)cc1Cl (configuration not stated)	10.4%
CCOC(=O)C(NCc1ccc(OC)cc1)(NC(C)=O)C(F)(F)F (configuration not stated)	4.7%
O=C(N/N=C/c1ccc(Br)o1)c1ccc2c(c1)OCCO2	11.9%
CCNC(=S)NNC(=O)c1csc(CC)c1	-3.7%
CC(=O)NC1(c2ccccc2)CCN(c2cc(C)nc(-c3ccccc3)n2)CC1	7.7%
COc1ccccc1N(CC(=O)NCC(C)C)S(=O)(=O)c1cccs1	5.3%
CN=C(Nc1ccc2c(c1)OCO2)SC1CC(=O)N(c2ccccc2)C1=O (configuration not stated)	6.3%
CN(C)CCCN(C(=O)c1sc2ccccc2c1Cl)c1nc2ccc(F)cc2s1	-0.3%
CC1CC(C)CN(CCCNC(=O)c2cn(C)c3ccc(S(=O)(=O)N4CCCC4)cc3c2=O)C1 (configuration not stated)	-3.4%[57.5 µM]
COc1ccc2ccccc2c1/C=N/NC(=O)c1sc(N)c(C#N)c1C	-2.6%
N=c1c2c(ncn1CCCO)Oc1ccc3ccccc3c1C2c1ccccc1 (configuration not stated)	-8.8%[57.5 µM]
O=C(NN1C(=O)C2C3C=CC(O3)C2C1=O)c1cccc(O)c1 (configuration not stated)	-10.3%
COc1ccc(OCCOC(=O)c2nc3nccc(C)n3n2)cc1	4.3%
Cc1ccc(-c2cc(C(=O)Nc3ccccc3C)c3ccccc3n2)o1	3.2%
O=C(Cc1ccccc1)N1CCN(c2ncccn2)CC1	-2.6%
COc1cc(/C=N/Nc2ccc(Cl)cc2)ccc1OC(=O)c1cccs1	-5.4%
CCNC(=S)N1CCCC(C(N)=O)C1 (configuration not stated)	?
CCC(=O)OCC(=O)Nc1cc(S(=O)(=O)N(C)C)ccc1Cl	-1.6%
Following part:
SMILES	ERK EGF inh
COc1ccc(CNC(=O)Cn2ncn3c(cc4ccccc43)c2=O)cc1	-3.3%[57.5 µM]
CCCCCCC(=O)N(O)C1CC(=O)N(c2ccc(Cl)cc2)C1=O (configuration not stated)	0.5%[57.5 µM]
Cc1ccc(S(=O)(=O)N2CCOCC2)cc1NC(=O)COC(=O)c1ccc2c(c1)OCCO2	3.7%
COc1ccc(S(=O)(=O)NCc2ccc(C(=O)NCc3cccnc3)cc2)cc1	-12.4%
COc1ccccc1CC(NC(C)=O)C(=O)N1CCN(C(=O)c2cccs2)CC1 (configuration not stated)	4.5%
CC(C)C(=O)Nc1cccc(-c2nc3ccccc3c(=O)o2)c1	-3.0%
CCCCN(Cc1ccccc1)C(=O)C1CCN(Cc2sccc2C)CC1	-11.8%
CNS(=O)(=O)c1ccc(NC(=O)C2CC(=O)N(c3ccc(Cl)cc3)C2)cc1 (configuration not stated)	-5.2%
CCOC(=O)/C(=N/Nc1ccc(OC)cc1)Sc1nnc(CCc2ccccc2)n1-c1ccccc1	-2.0%
COc1ccc(-c2ccc3c(N)c(C(=O)NC(C)C)sc3n2)cc1OC	-6.4%[57.5 µM]
COC(=O)c1ccc2c(=O)[nH]c(CCl)nc2c1	-4.1%
CCOC(=O)C1(C)NC(c2ccco2)C2C(=O)N(c3ccc(C)cc3)C(=O)C21 (configuration not stated)	-2.8%
CCCCC(CC)C(=O)Nc1cccc(SC)c1 (configuration not stated)	-7.8%
CC(Nc1cc(N2CCN(S(=O)(=O)N(C)C)CC2)ccc1[N+](=O)[O-])c1ccccc1 (configuration not stated)	?
CC(C)CCNC(=O)NC(=O)COC(=O)/C=C/c1cc(Br)ccc1F	12.8%
Cc1ccc(-c2nnc(CCC(=O)NCc3csc(C)n3)o2)s1	-3.4%[57.5 µM]
CC1=CC(C)(C)[N+](C)(C)c2ccc(C)cc21	?
CCOc1cc(-c2nc(C)c(C(C)=O)n2O)ccc1OCC(=O)Nc1ccc(F)cc1	-0.9%
CC(=O)c1cccc(NC(=O)/C(=C\c2cccnc2)NC(=O)c2ccco2)c1	-4.9%
O=C(NCCSc1c[nH]c2ccccc12)c1ccco1	-4.8%

Rewritten bar-delimited: part of the list above.
mol | ERK EGF inh
Cc1ccc(S(=O)(=O)N2CCOCC2)cc1NC(=O)COC(=O)c1ccc2c(c1)OCCO2 | 3.7%
COc1ccc(S(=O)(=O)NCc2ccc(C(=O)NCc3cccnc3)cc2)cc1 | -12.4%
COc1ccccc1CC(NC(C)=O)C(=O)N1CCN(C(=O)c2cccs2)CC1 (configuration not stated) | 4.5%
CC(C)C(=O)Nc1cccc(-c2nc3ccccc3c(=O)o2)c1 | -3.0%
CCCCN(Cc1ccccc1)C(=O)C1CCN(Cc2sccc2C)CC1 | -11.8%
CNS(=O)(=O)c1ccc(NC(=O)C2CC(=O)N(c3ccc(Cl)cc3)C2)cc1 (configuration not stated) | -5.2%
CCOC(=O)/C(=N/Nc1ccc(OC)cc1)Sc1nnc(CCc2ccccc2)n1-c1ccccc1 | -2.0%
COc1ccc(-c2ccc3c(N)c(C(=O)NC(C)C)sc3n2)cc1OC | -6.4%[57.5 µM]
COC(=O)c1ccc2c(=O)[nH]c(CCl)nc2c1 | -4.1%
CCOC(=O)C1(C)NC(c2ccco2)C2C(=O)N(c3ccc(C)cc3)C(=O)C21 (configuration not stated) | -2.8%
CCCCC(CC)C(=O)Nc1cccc(SC)c1 (configuration not stated) | -7.8%
CC(Nc1cc(N2CCN(S(=O)(=O)N(C)C)CC2)ccc1[N+](=O)[O-])c1ccccc1 (configuration not stated) | ?
CC(C)CCNC(=O)NC(=O)COC(=O)/C=C/c1cc(Br)ccc1F | 12.8%
Cc1ccc(-c2nnc(CCC(=O)NCc3csc(C)n3)o2)s1 | -3.4%[57.5 µM]
CC1=CC(C)(C)[N+](C)(C)c2ccc(C)cc21 | ?
CCOc1cc(-c2nc(C)c(C(C)=O)n2O)ccc1OCC(=O)Nc1ccc(F)cc1 | -0.9%
CC(=O)c1cccc(NC(=O)/C(=C\c2cccnc2)NC(=O)c2ccco2)c1 | -4.9%
O=C(NCCSc1c[nH]c2ccccc12)c1ccco1 | -4.8%

Screens deposited in PubChem by National Center for Advancing Translational Sciences (NCATS).
